Assay outcomes as filed in PubChem.
Mtb BioA inh: M. tuberculosis BioA enzyme inhibitors, primary screen, biochemical, plate reader, single point, HTS. purified M. tuberculosis BioA enzyme. inhibition, % at 9.99 µM. 360,000 tested, 0.096% active. AID 602481, 2012; in the data active means inhibition above about 40%; inconclusive means no clear call, values can overlap the other calls
Mtb UGM inh: M. tuberculosis UGM enzyme inhibitors, primary screen, biochemical, fluorescence polarization, single point. purified UGM, fluorescence polarization probe displacement. inhibition, % at 10 µM. 320,000 tested, 0.06% active. AID 504406, 2011; in the data active means inhibition above about 10%, passing the limit was not always enough; inconclusive means no clear call, values can overlap the other calls
Target sequence (P9WIQ1 whole entry, looked up): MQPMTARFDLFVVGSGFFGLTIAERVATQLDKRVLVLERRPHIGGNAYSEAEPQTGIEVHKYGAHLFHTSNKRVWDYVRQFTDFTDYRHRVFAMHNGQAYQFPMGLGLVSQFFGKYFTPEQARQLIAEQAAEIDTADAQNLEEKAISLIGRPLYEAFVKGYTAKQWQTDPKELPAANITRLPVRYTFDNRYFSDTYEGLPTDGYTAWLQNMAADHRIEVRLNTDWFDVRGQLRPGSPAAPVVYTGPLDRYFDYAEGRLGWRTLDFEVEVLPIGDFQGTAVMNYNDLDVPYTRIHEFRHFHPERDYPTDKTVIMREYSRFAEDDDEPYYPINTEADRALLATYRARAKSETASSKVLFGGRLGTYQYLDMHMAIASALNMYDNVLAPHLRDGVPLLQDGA
PrPC TRFRET: inhibitors of human cell surface prion protein PrPC, primary screen, cell-based, TR-FRET. 370,000 tested, 0.43% active. inhibition, % at 13.8 µM. TR-FRET read-out. AID 720596, 2013. Major prion protein (Homo sapiens), P04156; in the data active means inhibition above about 24%; further: 0% = median of the test wells and 100% = reference compound wells
Rv3671c protease: Rv3671c serine protease inhibitors, primary screen, biochemical, fluorescence polarization, M. tuberculosis H37Rv | inhibition, % at 5.96 µM | 320,000 tested, 0.048% active | AID 2606, 2010; in the data active means inhibition above about 38%;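 further: extracellular domain of Rv3671c used as enzyme; 0% = enzyme with DMSO and 100% = no enzyme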
Target sequence (P9WHR9 whole entry, looked up, the tested form may be a part): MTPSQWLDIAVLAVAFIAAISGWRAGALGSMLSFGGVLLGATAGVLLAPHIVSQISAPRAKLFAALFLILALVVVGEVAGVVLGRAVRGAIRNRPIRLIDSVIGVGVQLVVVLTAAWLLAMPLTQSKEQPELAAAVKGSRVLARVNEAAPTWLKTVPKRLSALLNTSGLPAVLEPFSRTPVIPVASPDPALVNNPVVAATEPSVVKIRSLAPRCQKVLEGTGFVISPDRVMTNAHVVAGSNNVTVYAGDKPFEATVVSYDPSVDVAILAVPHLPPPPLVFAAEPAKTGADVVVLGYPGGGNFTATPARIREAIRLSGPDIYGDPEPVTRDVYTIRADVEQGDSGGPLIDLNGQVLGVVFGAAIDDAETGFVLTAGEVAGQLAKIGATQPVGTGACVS
MazF activator: activators of E. coli MazEF toxin-antitoxin RNase, primary screen, biochemical, fluorescence, uHTS; FAM/BHQ RNA-DNA oligo cleavage fluorescence, 5 h; activation, % at 20 µM; 350,000 tested, 0.32% active; AID 504720, 2011; in the data active means activation above about 50%
Target sequence (P0AE70 whole entry, looked up): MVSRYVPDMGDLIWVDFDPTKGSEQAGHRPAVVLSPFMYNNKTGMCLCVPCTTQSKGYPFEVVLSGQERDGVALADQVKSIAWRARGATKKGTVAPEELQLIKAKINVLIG
BoNT-F LC inh: BoNT/F light chain protease inhibitors, primary screen, biochemical, flow cytometry, MLPCN library; Multiplex microsphere protease cleavage assay; 360,000 tested, 0.22% active; inhibition, % at 10 µM; Botulinum neurotoxin type F light chain protease (Clostridium botulinum); AID 588497, 2011; in the data active means inhibition above about 35%, passing the limit was not always enough; inconclusive means no clear call, values can overlap the other calls; further: plate controls were buffer without enzyme for full effect and enzyme alone for no effect
FadD28 binding: inhibitors of FadD28 bisubstrate probe binding, primary screen, biochemical, fluorescence polarization, single point. Mycobacterium tuberculosis FadD28 fatty-acid-AMP ligase. inhibition, % at 12.5 µM. 360,000 tested, 0.22% active; in the data active means inhibition above about 8.5%, passing the limit was not always enough; inconclusive means no clear call, values can overlap the other calls
GDH-TPI inh: GDH-TPI coupling enzyme inhibitors, primary screen, artefact control for M. tuberculosis FBA inhibitor project, biochemical, absorbance, full deck; GDH-TPI coupled enzyme counterscreen, NADH absorbance; inhibition, % at 4.8 µM; 360,000 tested, 1.2% active; AID 588335, 2011; in the data active means inhibition above about 30%;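 further: 0% = DMSO wells and 100% = wells lacking the enzyme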
FBA Mtb inh: Mtb FBA enzyme inhibitors, primary screen, biochemical, fluorescence, strain H37Rv | Fructose-bisphosphate aldolase (Mycobacterium tuberculosis (strain ATCC 25618 / H37Rv)), … | purified M. tuberculosis FBA, fluorescence read-out | inhibition, % at 1 µM | 360,000 tested, 2.3% active | AID 588726, 2011; in the data active means inhibition above about 27%;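 further: 0% = vehicle and 100% = reference inhibitor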
Numbers without * were called inactive; ? = inconclusive; nt = not tested or not shown. Rows were taken by chance. About 4.8% of those tested had a hit in this group.

Each structure is followed by: Mtb BioA inh	Mtb UGM inh	PrPC TRFRET	Rv3671c protease	MazF activator	BoNT-F LC inh	FadD28 binding	GDH-TPI inh	FBA Mtb inh
CCCc1cc(=O)[nH]c(/N=C(/NC(=O)C(C)N2C(=O)c3ccccc3C2=O)Nc2ccccc2)n1 (stereo not given)
    -0.4	2.9	1.0	-1.1	-1.7	-16.0	0.0	7.5	4.6
Cc1ccc(S(=O)(=O)/N=C(/NNC(=O)c2cccc(Cl)c2)c2ccccc2)cc1
    0.9	0.3	-5.9	-2.5	0.5	13.0	0.0	11.5	2.2
Cc1ccc(-c2n[nH]c(=S)n2C)cc1
    nt	nt	-8.7	nt	-20.8	15.4	2.6	-7.8	8.7
Cc1c(-c2ccc(Cl)cc2)[n+](=O)c(-c2ccccc2)cn1[O-]
    2.0	2.7	-3.5	-1.0	2.2	0.7	-1.0	12.6	0.1
CCc1cccc(OCCOCCN2CCCC2)c1
    0.2	4.1	-1.2	5.7	5.2	-22.9	-1.0	0.0	-2.9
CC(C)Cn1cnc2c(SCc3ccccn3)nc(N)nc21
    1.8	nt	-8.4	nt	7.5	-1.3	-0.5	2.6	-0.6
CC(=O)c1c(COC(=O)c2ccco2)nc2ccccc2[n+]1[O-]
    0.2	0.7	-11.9	2.0	5.5	-10.1	-2.4	7.5	-1.6
CCSc1nnc(NC(=O)Cc2ccc(OC)c(S(=O)(=O)N3CCOCC3)c2)s1
    -0.7	5.1	-3.1	-6.5	4.2	-9.5	-0.8	1.8	3.5
O=C(Nc1ccc2c(c1)OCCO2)C(CCc1ccccc1)N(Cc1ccccc1)Cc1ccccc1 (stereo not given)
    -3.2	nt	11.2	nt	nt	-1.8	0.2	nt	-0.1
COC(=O)C(NS(=O)(=O)c1cccc(S(=O)(=O)NC(C(=O)OC)c2ccccc2)c1)c1ccccc1 (stereo not given)
    5.7	0.5	2.1	2.6	-0.1	-0.2	-0.7	3.1	0.8
COc1ccc(OCC(O)CNC(=O)Nc2cccc3ccccc23)cc1 (stereo not given)
    -1.6	2.3	-1.7	5.1	9.8	-2.3	-1.7	-2.9	8.3
CCc1cccc2c(C(=O)COC(=O)/C=C/c3ccc(O)c(OC)c3)c[nH]c12
    -4.3	0.0	-5.6	-41.2	-8.8	-7.8	34.9*	16.5	0.5
O=c1oc2cc(OCc3c(F)c(F)c(F)c(F)c3F)ccc2cc1-c1ccccn1
    nt	-0.9	2.7	-1.9	-63.3	-16.2	-1.4	-0.7	3.8
CCOc1ccc(NCc2cccn2-c2nnc(N3CCC(C(=O)NCCCN4CCCCC4C)CC3)s2)cc1 (stereo not given)
    1.0	3.1	-6.2	-2.1	28.2	-21.1	-5.2	7.4	0.2
O=C(CCCCCN1C(=O)[C@@H]2Cc3ccccc3CN2C1=O)NCCc1ccccc1
    nt	-1.9	10.4	8.1	10.8	3.3	-2.6	-0.4	-0.7
Cn1c(Oc2ccccc2NCc2cc(Br)ccc2O)cc(=O)n(C)c1=O
    0.4	-5.6	10.6	6.8	-2.6	-4.3	-1.4	6.5	2.9
CN(C)c1ccc(CC2C(=O)Nc3ccccc32)cc1 (stereo not given)
    nt	5.1	9.3	-21.6	-10.9	-9.0	-1.0	2.4	1.2
Cc1ccccc1Cn1c(Cc2ccccc2)nc2ccccc21
    2.1	-1.0	2.8	-2.2	0.5	-6.0	-2.2	7.7	-1.3
CCOC(=O)Cc1csc(NC(=O)Nc2ccc(C)cc2)n1
    nt	-2.0	10.4	3.7	4.6	-4.0	-1.8	-4.4	3.8
CC(C)(C)c1ccc(C(=O)NC(=O)CSc2n[nH]c(N)n2)cc1
    -0.8	-0.6	5.5	0.3	4.2	6.7	-1.5	11.0	3.3
Cc1oc(-c2ccc(Cl)cc2)nc1CN1CCCC(C(=O)NCCCN2CCOCC2)C1 (stereo not given)
    2.3	4.8	-4.5	-4.1	0.5	-17.6	-0.9	2.4	1.8
COc1ccc(NC(=O)COC(=O)C2C3CC4OC(=O)C2C4C3)cc1 (stereo not given)
    -0.3	2.4	5.7	4.2	-2.7	-10.4	-2.6	-12.8	-3.2
C[C@]12c3[nH]c4ccccc4c3CCN1C(=O)C(CC(=O)NCCCn1ccnc1)C[C@@H]2C(=O)N1CCCCC1 (stereo not given in full)
    0.0	0.4	0.6	-1.8	3.9	-4.1	-1.3	1.8	2.4
CC(NC(=O)COC(=O)CCc1nc(=O)c2ccccc2n1C)c1ccccc1 (stereo not given)
    nt	-4.7	-3.4	7.8	12.0	-3.7	-1.2	-4.4	-0.9
Cc1nnc2sc(-c3ccncc3)nn12
    -0.2	-1.3	-1.8	6.7	3.8	11.3	-2.3	5.3	-1.6
CCOC(=O)CC1CCCCN1C(=O)c1ccc2nc(CCOC)oc2c1 (stereo not given)
    -0.5	-0.3	-2.3	-5.8	2.6	-1.5	-1.4	6.6	3.6
O=C(COC(=O)c1cc(S(=O)(=O)N2CCCC2)ccc1O)Nc1ccccc1Br
    0.3	-2.2	-2.3	-3.5	1.7	5.8	0.9	3.5	9.8
CCCN(C(=O)CSc1nnnn1C)c1c(N)n(Cc2ccccc2)c(=O)[nH]c1=O
    nt	3.6	-3.2	-0.4	9.1	-9.9	0.7	4.1	9.4
CN(CCc1ccccc1)C(=O)c1cccc(NC(=O)Cc2cccc(NC(=O)C3CCN(C(=O)c4ccccc4)CC3)c2)c1
    -1.6	nt	-1.6	nt	-4.6	-1.5	0.6	4.2	2.4
COc1cccc2sc(N3CCN(c4nc5ccccc5s4)CC3)nc12
    0.1	0.4	1.7	-1.5	10.4	18.3	-0.7	1.8	0.5
O=C1CCCN1CCCNc1nc(NCc2ccccc2)nc2ccsc12
    1.9	nt	2.2	nt	nt	3.9	-2.1	15.0	-0.3
Cc1cccc(Nc2nc(OCC#N)nc(N(C)C)n2)c1
    -2.4	-1.8	0.9	-5.0	0.4	-3.8	-0.8	5.7	2.5
CCn1nnnc1SCC(=O)Nc1sc(C)c(C)c1C#N
    nt	-2.2	-0.4	4.0	-0.8	0.0	-2.7	0.6	2.3
CCOc1ccc2nc(S(=O)(=O)NC(=O)C3(C)CCN3C(=O)c3cccc(F)c3)sc2c1 (stereo not given)
    -0.7	nt	-0.1	nt	nt	2.0	-2.7	1.3	0.1
O=C(CN(c1ccc(F)cc1)S(=O)(=O)c1ccc2c(c1)OCCO2)Nc1ccccc1
    0.3	-1.9	-3.5	-5.2	-6.8	-8.1	-0.2	-1.4	-2.0
COc1ccccc1N1CCN(CCCCOc2c(OC)cccc2OC)CC1
    0.8	-1.0	-12.4	4.5	-1.2	18.6	-3.9	-2.1	-2.7
COC(=O)C(O)(c1ccc(N=Cc2ccccc2O)c(C)c1)C(F)(F)F (stereo not given)
    0.2	0.2	-1.5	6.5	-0.5	-12.6	-1.7	-2.2	-1.6
NC1=NC(=O)/C(=C\c2ccc(-c3ccc(Cl)cc3)o2)S1
    -1.7	-1.5	-4.0	-31.3	23.1	-9.6	-2.9	5.4	-1.2
COc1ccc(NC(=O)C2CCCN(S(C)(=O)=O)C2)c(OC)c1 (stereo not given)
    -1.8	-1.2	-1.0	0.5	-19.3	?	0.1	8.4	0.5
O=C(NCCCN1CCCC1=O)Nc1ccccc1Cl
    -0.4	-1.2	-3.0	-5.6	0.7	0.0	0.9	-7.4	-3.5
O=C(NC1=NCCCCC1)c1cccc2ccccc12
    0.3	-0.9	-2.8	-0.9	8.3	-0.6	1.0	-12.2	6.6
COc1ccccc1/C=c1\sc2nc(-c3ccco3)nn2c1=O
    nt	-0.7	nt	0.8	-12.4	6.3	-0.1	10.9	3.6
Cc1cc(-c2ccccc2)nc(N(C)NC(=O)C(C)(C)C)c1S(C)(=O)=O
    -1.5	1.6	4.2	-3.0	-0.1	0.6	-2.0	13.6	-0.1
CCOC(=O)CCC(NC(=O)c1ccccc1C(=O)NC(CCC(=O)OCC)C(=O)OCC)C(=O)OCC (stereo not given)
    1.7	0.4	-0.7	-1.1	7.2	-4.0	-0.1	0.0	1.4
CCCCCC(O)(CCN1CCCCC1)c1ccc(OCC)cc1 (stereo not given)
    nt	0.0	3.3	2.9	14.6	31.3	-2.2	1.0	6.0

A different layout for 2 compounds above:
Structure: CCn1nnnc1SCC(=O)Nc1sc(C)c(C)c1C#N
  Mtb BioA inh: nt | Mtb UGM inh: -2.2 | PrPC TRFRET: -0.4 | Rv3671c protease: 4.0 | MazF activator: -0.8 | BoNT-F LC inh: 0.0 | FadD28 binding: -2.7 | GDH-TPI inh: 0.6 | FBA Mtb inh: 2.3
Structure: CCOc1ccc2nc(S(=O)(=O)NC(=O)C3(C)CCN3C(=O)c3cccc(F)c3)sc2c1 (stereo not given)
  Mtb BioA inh: -0.7 | Mtb UGM inh: nt | PrPC TRFRET: -0.1 | Rv3671c protease: nt | MazF activator: nt | BoNT-F LC inh: 2.0 | FadD28 binding: -2.7 | GDH-TPI inh: 1.3 | FBA Mtb inh: 0.1

Some values from above.
Entry of Cc1cccc(Nc2nc(OCC#N)nc(N(C)C)n2)c1 under PrPC TRFRET: 0.9
Entry of COc1ccc(NC(=O)C2CCCN(S(C)(=O)=O)C2)c(OC)c1 (stereo not given) under GDH-TPI inh: 8.4

Further records
Each structure is followed by: Mtb BioA inh	Mtb UGM inh	PrPC TRFRET	Rv3671c protease	MazF activator	BoNT-F LC inh	FadD28 binding	GDH-TPI inh	FBA Mtb inh
COc1ccc(N2CCN(C(=O)CCCCn3c(=O)[nH]c4ccsc4c3=O)CC2)cc1
    -0.4	2.8	-3.1	1.4	-1.0	-11.7	-0.9	1.3	3.0
CCCCn1c(N)c(N(CCC(C)C)C(=O)c2c(C)noc2C)c(=O)[nH]c1=O
    nt	2.0	-1.4	2.5	4.1	nt	-2.6	5.3	-2.0
Cc1cc(Nc2ccc(Br)cc2F)n2ncnc2n1
    -1.8	0.6	-3.6	-0.9	4.9	1.4	0.3	4.0	2.0
CC(C)C(NC(=O)c1ccc(F)cc1)C(=O)N1CCC1 (stereo not given)
    -3.3	2.0	-2.6	5.7	-7.0	-2.8	-0.1	3.2	1.9
CC1CCCN(S(=O)(=O)c2ccc(C(=O)Nc3nnc(-c4ccco4)o3)cc2)C1 (stereo not given)
    1.2	2.6	2.7	-5.1	4.2	-8.2	-2.2	9.8	-1.4
CCC(=O)C1CCCN(C(=O)CCc2nnc(-c3ccc4c(c3)OCO4)o2)C1 (stereo not given)
    0.6	-0.2	7.7	-0.5	-6.3	3.7	1.0	8.6	9.5
CCOC(=O)Cc1cnc(NC(=O)CSc2nc3ncnc(N)c3[nH]2)s1
    nt	5.6	8.0	-5.2	4.9	-1.3	-3.3	-9.6	-4.3
Cc1ccc(C)c(C2C(C#N)=C(N)Oc3cc(C)oc(=O)c32)c1 (stereo not given)
    nt	-2.2	-3.6	-5.0	4.0	-18.8	-0.3	-4.7	1.5
O=C1CC(C(=O)Nc2cccc(Cl)c2)n2ncnc2N1 (stereo not given)
    0.1	0.2	-10.4	3.0	-9.4	-1.5	-3.3	-3.1	-0.6
O=S(=O)(c1ccc(Cl)s1)N1CCC(Cc2ccccc2)CC1
    -1.1	0.5	-4.7	-5.9	-1.6	-5.4	1.0	-4.3	1.6
Nc1nccnc1C(=O)OCc1nc2sc3c(c2c(=O)[nH]1)CCCC3
    -1.0	-0.6	-7.9	5.9	6.4	-0.5	-3.8	9.1	40.3*
Cc1cccc2sc(NC(=O)CSc3nnnn3C)nc12
    2.8	-1.7	1.0	-5.2	5.5	-13.1	-1.6	-5.2	0.8
COc1ccc(/C=C2\CCCC3C2=NN(C(=O)COC(=O)CNC(=O)c2ccccc2)C3c2ccc(OC)cc2)cc1 (stereo not given)
    -1.3	0.7	0.8	-4.7	-4.7	nt	1.3	-1.0	2.1
COC(=O)C1=C(c2cccc(OCc3ccccc3)c2)C[C@@H]2CC[C@H]1N2C(=O)NCc1ccc(C(C)(C)C)cc1
    11.1	-2.3	10.4	-23.9	0.5	-1.3	-0.6	12.6	-3.0
